Source: PubChem
HEK293 NOD2/NF-kB: NOD2 signaling inhibitors, cell-based, luminescence, uHTS, HEK293 (AID 1566); HEK293 NOD2/NF-kB luciferase reporter, luminescence; higher % means a stronger effect; inhibition, % at 4 µM, or EC50 in µM where a hit was titrated; 290,000 tested, 0.63% active; also: many of its hits are not listed in these tables
NOD1 NF-kB reporter: inhibition of NOD1-driven NF-kB reporter – cell-based, luminescence, uHTS, primary screen (AID 1578); NOD1-driven NF-kB luciferase reporter cells, luminescence; higher % means a stronger effect; 290,000 tested, 1% active; inhibition, % at 4 µM, or EC50 in µM where a hit was titrated; in the data active = inhibition mostly above about 36%, no sharp cut-off; inactive = mostly below about 34%;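 also: HEK-293T reporter cells stimulated with the NOD1 agonist gamma-tri-DAP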
West Nile virus CPE: West Nile virus antiviral activity, cell-based, CPE readout (AID 1621); West Nile virus-infected cells, CPE inhibition; higher % means a stronger effect; CPE inhibition, % at 10 µM, or IC50 in µM where a hit was titrated; 290,000 tested, 0.02% active; in the data active = a potency from the dose series; inconclusive = CPE inhibition mostly from about 3.7% at the one dose, without a potency; inactive = the rest, 99 in 100 with CPE inhibition below about 2.2%; also: strong numbers were not always called active
KOR beta-arrestin-1: KOR agonists, beta-arrestin recruitment, primary screen, cell-based, luminescence, uHTS (AID 1777); 280,000 tested, 0.02% active; KOR beta-arrestin recruitment, luminescence; higher % means a stronger effect; activation, % at 10 µM; hits with a dose series show EC50 in µM; in the data active = activation above about 50%, passing the limit was not always enough; also: a part of the inactive calls stands beside numbers as strong as those of hits
KOR beta-arrestin-2: KOR antagonists, beta-arrestin recruitment, cell-based, luminescence, uHTS (AID 1778); KOR beta-arrestin recruitment, luminescence, antagonist mode; higher % means a stronger effect; one-dose inhibition, % at 10 µM; IC50 in µM for titrated hits; 290,000 tested, 0.091% active; also: strong numbers were not always called active
AID2073: disruptors of CaV2.2 binding to Mint1 – biochemical, HTRF (AID 2073); HTRF protein-protein interaction, Mint1-CaV2.2; higher % means a stronger effect; inhibition, % at 20 µM; hits with a dose series show IC50 in µM; 290,000 tested, 0.19% active; in the data active = inhibition mostly above about 51%, no sharp cut-off; inconclusive = no clear call, values can overlap the other calls; inactive = mostly below about 53%; also: some results filed as inactive read as strong as hits
HIV fusion peptide: inhibitors of HIV fusion peptide binding, primary screen, biochemical, uHTS, fluorescence dequenching (AID 1986); inhibition, % at 20 µM; hits with a dose series show IC50 in µM; cell-free peptide binding, fluorescence dequenching, 30 min; higher % means a stronger effect; 290,000 tested, 0.3% active; in the data active = inhibition mostly above about 52%, no sharp cut-off; inactive = mostly below about 76%; also: some results filed as inactive read as strong as hits
Yfh1-depleted yeast: mitochondrial function rescue without frataxin homolog – Friedreich's ataxia, plus single-dose screen, dose response (AID 1465) | S. cerevisiae Yfh1-off respiration, WST-1 reduction, 72 h; higher fold induction means a stronger effect | one-dose fold induction at 50 µM; EC50 in µM for titrated hits | 220,000 tested, 0.074% active;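 active = fold induction of absorbance versus untreated yeast above a set limit, then at least 30% activation at any dose in follow-up; inconclusive = repeats straddling the limit, or above it without dose testing; inactive = fold induction below the set limit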;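 also: activators that raise dye reduction in frataxin-depleted yeast; strong numbers were not always called active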
NS5 inhibitors: flavivirus cap methylation enzyme inhibition – biochemical, confirmation dose response, primary screen (AID 588689) | Dengue-2 NS5 methyltransferase capping enzyme assay, biochemical; higher % means a stronger effect | one-dose inhibition, % at 25 µM; IC50 in µM for titrated hits | 340,000 tested, 0.3% active; in the data active = a potency from the dose series; inconclusive = inhibition above about 29% without an active follow-up result
The depositor's hits bear a star; i = inactive; ? = inconclusive; nt = no result given; [ ] = another dose, or the depositor's remark. Rule as the data show it, unless noted: active = inhibition above about 50%; inactive = the rest. This is a subset; rates above refer to the full screens.

SMILES	HEK293 NOD2/NF-kB	NOD1 NF-kB reporter	West Nile virus CPE	KOR beta-arrestin-1	KOR beta-arrestin-2	AID2073	HIV fusion peptide	Yfh1-depleted yeast	NS5 inhibitors
CCn1c(SCC(=O)Nc2cc(NC(C)=O)ccc2OC)nnc1-c1cccnc1	3%	-8%	-0.5%	1.5%	-24%	-7%	0.6%	i	-4%
CN(C)c1ccc(C=Nc2cnn(C)c2C(N)=O)cc1	3%	-21%	0.0%	-1.8%	7%	9%	-1.6%	i	nt
C=CCOC(=O)C1=C(C)OC(N)=C(C#N)C1c1c(C)nn(-c2ccccc2)c1Cl (configuration not stated)	3%	12%	1.1%	-7.0%	-5%	8%	2.9%	i	-1%
CS(=O)(=O)N(CC(=O)Nc1ccccc1Sc1ccccc1)c1cccc(Br)c1	-2%	-13%	-0.6%	-3.8%	36%	0%	1.0%	i	1%
CC(=O)N1N=C(c2cccc(Cl)c2)OC1c1ccc(C(C)C)cc1 (configuration not stated)	-25%	-29%	-0.1%	-6.9%	-2%	3%	1.3%	i	-8%
c1ccc(-c2noc(CN3CCN(c4cnccn4)CC3)n2)cc1	3%	-20%	-0.6%	3.4%	13%	-3%	0.2%	i	4%
CC(=O)OC1CCC2(C)C(=CCC3C2CCC2(C)C3CC3OC4(CCC(C)CN4)C(C)C32)C1 (configuration not stated)	-6%	18%	0.0%	3.3%	10%	2%	-0.5%	i	-9%
NC1=NC(=Nc2cccc(S(N)(=O)=O)c2)c2ccccc21	-6%	-8%	0.1%	-1.2%	37%	1%	0.3%	i	4%
O=C(NC(Cc1ccccc1)C(=O)O)/C(=C/c1ccc([N+](=O)[O-])cc1)NC(=O)c1ccc(Br)o1 (configuration not stated)	-3%	-31%	1.1%	7.8%	-15%	2%	3.2%	nt	-23%
NC(=O)c1nsc(C(=O)N(c2cccc(F)c2)C(C(=O)NC2CCCC2)c2ccc(O)cc2)c1N (configuration not stated)	16%	-3%	0.5%	-4.4%	-22%	11%	-1.3%	nt	-3%
COc1ccc(OC)c(N(CC(=O)NCCSCc2ccc(C)cc2)S(C)(=O)=O)c1	-3%	6%	-0.1%	0.6%	-4%[20 µM]	-2%	1.4%	nt	-7%
CCN(CC)CCC(c1cc(OC)c(OC)c(OC)c1)c1c(OC)cc(OC)c2ccc(=O)oc12 (configuration not stated)	12%	0%	-0.5%	-3.4%	19%	6%	2.1%	i	-8%
CCN(CC(=O)NCc1ccc(F)cc1)C(=O)/C=C/c1ccco1	2%	-30%	0.0%	-0.1%	14%	6%	0.0%	i	-7%
Cc1ccc(P(=O)(O)c2ccc(C)cc2)cc1	8%	1%	0.2%	0.0%	10%	-5%	-2.5%	i	-3%
COCCCn1c(=O)c2ccccc2n(Cc2cc(C(=O)OC)ccc2OC)c1=O	7%	-2%	0.0%	23%	-18%	5%	-2.4%	nt	3%
COc1ccc(-c2nc3c(n2O)CCc2c-3no[n+]2[O-])cc1	-7%	-7%	0.1%	nt	-7%	-10%	-1.3%	i	-8%
O=C(CSCc1ccc([N+](=O)[O-])cc1)NC1CC2CCC1C2 (configuration not stated)	-16%	22%	-1.2%	-5.9%	26%	0%	-2.2%	i	-2%
CC(=O)c1ccc(S(=O)(=O)N2CCCCC2C(=O)O)cc1 (configuration not stated)	2%	-30%	0.9%	-2.9%	-6%	-11%	0.2%	i	-12%
N=c1ccn(Cc2ccc(F)cc2)cc1	23%	-12%	0.0%	2.0%	6%	-2%	0.1%	i	nt
Cc1ccc(NC(=O)CN(C)CC(=O)Nc2ccccc2C#N)cc1	-15%	-37%	-0.3%	1.2%	-16%	-12%	0.6%	i	-11%
Cc1ccc(-c2nnc(-n3ncc(C#N)c3N)c3ccccc23)cc1C	16%	-12%	-0.6%	-0.3%	12%	0%	-0.6%	i	-6%
CC(C)NC(=S)N/N=C/c1ccc(N2CCOCC2)cc1	15%	-25%	-0.7%	-3.8%	27%	-13%	-2.6%	i	4%
N#Cc1ccc(Oc2cccc3cccnc23)c([N+](=O)[O-])c1	12%	-8%	-0.4%	5.2%	7%	4%	14%	nt	?
CC(=O)Nc1cc(C)nn1-c1nc2ccccc2s1	-33%	-22%	nt	-5.2%	-9%	12%	-1.7%	i	-5%
Cc1ccccc1N(C(=O)c1cccs1)c1nc2ccccc2s1	16%	18%	nt	-1.3%	-17%	18%	0.1%	nt	5%
The list continues:
SMILES	HEK293 NOD2/NF-kB	NOD1 NF-kB reporter	West Nile virus CPE	KOR beta-arrestin-1	KOR beta-arrestin-2	AID2073	HIV fusion peptide	Yfh1-depleted yeast	NS5 inhibitors
COc1ccc(NC(=O)c2cc3n(n2)C(C(F)(F)F)CC(c2ccco2)N3)cc1 (configuration not stated)	26%	11%	0.1%	7.3%	15%	2%	3.5%	i	0%
OCC1(Cc2ccccc2F)CCCN(CC2CCCCC2)C1 (configuration not stated)	-24%	4%	-0.2%	-1.4%	-6%[20 µM]	2%	-0.7%	nt	nt
CCCCN(C(=O)C1CC(=O)N(Cc2ccc(C)cc2)C1)c1c(N)n(CC(C)C)c(=O)[nH]c1=O (configuration not stated)	-2%	-14%	-0.5%	-0.2%	13%	17%	-1.0%	nt	0%
COc1ccc(CC(=O)N/N=C(\C)c2cccc(NC(=O)C3CC3)c2)cc1	8%	-16%	-0.1%	1.6%	-11%	-5%	-0.1%	nt	-5%
COc1ccccc1-c1cc(C(F)(F)F)nc(S(=O)(=O)CCCC(=O)O)n1	2%	-30%	0.7%	5.4%	-26%	4%	-2.0%	i	-2%
COc1ccc(-c2cc(C(=O)Nc3ccc(Br)cc3)no2)cc1	14%	-8%	0.7%	-4.2%	16%	25%	34%	nt	-8%
COc1ccc(CCNC(=O)CSc2nnc(Cc3cccn3C)n2C)cc1OC	10%	-13%	0.0%	-3.3%	13%	3%	-1.1%	i	-10%
CCC(=O)n1nc(-c2cccnc2)nc1NCc1ccc(OC)cc1	-3%	-5%	-0.1%	-3.3%	23%	-7%	-1.9%	i	-7%
O=C1C2C3C=CC(C4CC34)C2C(=O)N1/N=C/c1ccc(-c2ccc(Cl)cc2[N+](=O)[O-])o1 (configuration not stated)	-24%	3%	0.3%	-0.7%	3%	19%	0.1%	i	0%
CCOC(=O)Cn1ccc(NC(=O)COc2ccc(F)cc2F)n1	17%	0%	-0.3%	0.8%	-24%	3%	2.3%	nt	-4%
CCC(=O)Nc1nnc(-c2cccs2)s1	-36%	-54%	0.6%	-2.1%	2%[20 µM]	6%	3.0%	i	-7%
CCc1ccc2[nH]c(=O)c(CN(CCN3CCOCC3)C(=O)Nc3ccccc3F)cc2c1	9%	-17%	0.0%	-3.1%	16%	-3%	-0.3%	i	1%
CC(C)CC(=O)c1c[nH]c(C(=O)N2CCN(Cc3ccccc3)CC2)c1	4%	-42%	-0.9%	8.6%	-30%	0%	2.4%	i	-4%
O=C(Nc1cccc(S(=O)(=O)Nc2ccccc2Cl)c1)c1ccc(Cl)nc1	35%	39%	-0.1%	10%	-17%	6%	-0.2%	i	-3%
O=C(COC(=O)C1CCC(=O)N1)Nc1ccc(Br)cc1 (configuration not stated)	-8%	-28%	0.7%	-0.1%	29%	-2%	-0.4%	i	-2%
O=C(CSc1nc2sc3c(c2c(=O)n1-c1ccccc1)CCCC3)NCc1ccco1	-4%	-19%	nt	0.4%	8%	4%	2.2%	nt	0%
Nc1ccccc1SCC(O)Cn1ccc2ccccc21 (configuration not stated)	3%	-4%	-0.4%	-7.0%	13%	9%	-2.1%	nt	-5%
COc1ccc(/C=N/NC(=O)CCN2CCCCC2c2cccnc2)cc1Cn1cc([N+](=O)[O-])cn1 (configuration not stated)	14%	1%	0.1%	4.4%	-10%	8%	0.7%	i	-1%
CCN(CC)S(=O)(=O)c1ccc(N(C)C)c(NC(=O)C2CCCC2)c1	23%	-8%	0.7%	-0.4%	26%	0%	0.5%	i	-9%
NC(=O)C1(C(N)=O)OC1c1ccc(Cl)c(Cl)c1 (configuration not stated)	10%	2%	0.0%	-2.2%	24%	2%	1.7%	i	-7%
O=C(CC1C(=O)NCCN1Cc1ccccc1)NCCCOc1cccnc1 (configuration not stated)	9%	-21%	-0.3%	3.8%	-14%	13%	2.8%	nt	-1%
Cc1ccc(NC(=O)CSc2ncccc2C(=O)Oc2cccc([N+](=O)[O-])c2)cc1Cl	-45%	-46%	-0.6%	12%	9%	-2%	-1.8%	i	-7%
O=C(Nc1ccc(Br)cc1)C1C2C=CC3(O2)C1C(=O)N(CCN1CCCCC1)C3C(=O)NC1CCCCC1 (configuration not stated)	7%	-11%	-0.5%	1.6%	-21%	4%	1.4%	nt	-10%
CC(C)c1ccc(C2c3[nH]c4ccccc4c3C[C@H]3C(=O)N(c4ccccc4C(=O)N4CCC[C@H]4C(=O)O)C(=O)N23)cc1 (some centres not stated)	12%	20%	0.0%	0.5%	-9%[20 µM]	13%	26%	nt	9%
COc1ccc(N2C(=O)CN=C2Nc2nc(C)cc(C)n2)cc1OC	-4%	-25%	0.1%	0.3%	8%	6%	2.7%	i	-9%

3 of the entries above in order of their number in KOR beta-arrestin-2, smallest number first.
mol | KOR beta-arrestin-2
O=C(NC(Cc1ccccc1)C(=O)O)/C(=C/c1ccc([N+](=O)[O-])cc1)NC(=O)c1ccc(Br)o1 (configuration not stated) | -15%
N#Cc1ccc(Oc2cccc3cccnc23)c([N+](=O)[O-])c1 | 7%
O=C(COC(=O)C1CCC(=O)N1)Nc1ccc(Br)cc1 (configuration not stated) | 29%

The results go on.
SMILES	HEK293 NOD2/NF-kB	NOD1 NF-kB reporter	West Nile virus CPE	KOR beta-arrestin-1	KOR beta-arrestin-2	AID2073	HIV fusion peptide	Yfh1-depleted yeast	NS5 inhibitors
Cc1ccc(CNC(=O)c2ccc3c(=O)n(CC4CCCO4)c(=S)[nH]c3c2)cc1 (configuration not stated)	1%	-26%	0.2%	-2.4%	21%	-25%	-0.5%	i	2%
COc1ccc2c(n1)Sc1nc3ccccc3nc1N2	-183%	-8%	0.2%	-5.6%	28%	79%*	83%*	i	-6%
Cn1nccc1C(=O)Nc1ccccc1C(=O)O	-4%	-5%	0.3%	-8.8%	5%	-1%	-0.3%	i	nt
Cc1ccc(NC(=S)NN2CCN(C)CC2)cc1	-10%	-20%	0.3%	3.8%	-13%	1%	2.1%	i	-8%
CCOc1ccc(-c2nnc(SCC(=O)NC(C)(C)C)nc2-c2ccc(OCC)c(OC)c2)cc1OC	24%	-11%	0.5%	-5.7%	0%	2%	-1.6%	nt	-1%
COc1cccc(CNC(=O)c2cccc(Br)c2)c1	-8%	-24%	-1.1%	-3.1%	14%	2%	3.1%	i	0%
